Bioassay records as filed in PubChem.
RAD54 branch = inhibitors of human RAD54 branch migration, primary screen, biochemical, fluorescence, single point; RAD54 Holliday junction branch migration, FAM/BHQ fluorescence; inhibition, % at 10.4 µM; actives 0.14% (n = 360,000); AID 602329, 2012;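 active means mean normalized replicate activity at least 40 and at least half of replicates scoring 40 or more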;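 further: 0% = median of neutral control wells and 100% = median of positive control wells; inhibitors cause a drop in the FAM fluorescence signal; in these data hits start at about 50%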
ERp5 block = inhibitors of ERp5-driven insulin aggregation, primary screen, biochemical, turbidity, absorbance 650 nm, single point. actives 0.05% (n = 350,000). 90 min. Protein disulfide-isomerase A6 (Homo sapiens), Q15084. inhibition, % at 9.99 µM. AID 651711, 2012;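 active means mean replicate inhibition above about 25%, with every replicate also reaching it, limit read from the data, passing the limit was not always enough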
RAD52 inh = RAD52 DNA annealing inhibitors, primary screen, biochemical, FRET, single point, set 2; inhibition, % at 18.7 µM; AID 651710, 2012; recombinant RAD52 DNA annealing, FRET fluorescence; actives 0.46% (n = 360,000); DNA repair protein RAD52 homolog (Homo sapiens), P43351;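 active means every replicate showing at least 50% inhibition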
Target sequence (P43351 whole entry, looked up): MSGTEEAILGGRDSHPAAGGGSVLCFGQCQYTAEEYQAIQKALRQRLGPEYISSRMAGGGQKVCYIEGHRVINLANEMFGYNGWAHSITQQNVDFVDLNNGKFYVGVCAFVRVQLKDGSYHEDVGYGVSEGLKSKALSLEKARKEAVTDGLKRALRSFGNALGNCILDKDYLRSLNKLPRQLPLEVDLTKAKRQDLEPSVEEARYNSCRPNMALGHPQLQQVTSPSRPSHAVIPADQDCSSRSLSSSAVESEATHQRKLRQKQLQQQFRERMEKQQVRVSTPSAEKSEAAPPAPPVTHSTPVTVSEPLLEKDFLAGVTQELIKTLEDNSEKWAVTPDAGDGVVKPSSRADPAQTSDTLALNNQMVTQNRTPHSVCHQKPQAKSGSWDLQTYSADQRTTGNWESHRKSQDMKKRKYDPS
ARNT-TACC3 inh = disruptors of ARNT/TACC3 protein interaction, primary screen, biochemical, AlphaScreen, single concentration | inhibition, % at 9.99 µM | Transforming acidic coiled-coil-containing protein 3 (Homo sapiens), Q9Y6A5 | actives 0.66% (n = 390,000) | AlphaScreen His-ARNT PAS-B/GST-TACC3 binding, luminescence; TACC3 fragment carries E629A point mutation;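 active means mean inhibition of replicates at least 50% and at least half of replicates each reaching 50%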;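 further: 0% = complete ARNT plus TACC3 wells and 100% = ARNT alone without TACC3; many hits fall short of the cut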
E-selectin induc = E-selectin induction in HUVECs, primary screen, imaging, HUVEC, immunofluorescence imaging, single point. P16581. normalized: neutral wells 0, TNF-alpha wells 100. activation, % at 7.58 µM. actives 0.37% (n = 260,000). AID 686992, 2013;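 active means mean E-selectin-positive cell signal at least 10% of the positive control, reached in at least 60% of replicates, without over 20% cell loss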;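 further: in these data hits start at about 27%; measured in HUVEC primary endothelial cells; signal is the percent of cells scored E-selectin positive by PE staining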
Target sequence (P16581 whole entry, looked up): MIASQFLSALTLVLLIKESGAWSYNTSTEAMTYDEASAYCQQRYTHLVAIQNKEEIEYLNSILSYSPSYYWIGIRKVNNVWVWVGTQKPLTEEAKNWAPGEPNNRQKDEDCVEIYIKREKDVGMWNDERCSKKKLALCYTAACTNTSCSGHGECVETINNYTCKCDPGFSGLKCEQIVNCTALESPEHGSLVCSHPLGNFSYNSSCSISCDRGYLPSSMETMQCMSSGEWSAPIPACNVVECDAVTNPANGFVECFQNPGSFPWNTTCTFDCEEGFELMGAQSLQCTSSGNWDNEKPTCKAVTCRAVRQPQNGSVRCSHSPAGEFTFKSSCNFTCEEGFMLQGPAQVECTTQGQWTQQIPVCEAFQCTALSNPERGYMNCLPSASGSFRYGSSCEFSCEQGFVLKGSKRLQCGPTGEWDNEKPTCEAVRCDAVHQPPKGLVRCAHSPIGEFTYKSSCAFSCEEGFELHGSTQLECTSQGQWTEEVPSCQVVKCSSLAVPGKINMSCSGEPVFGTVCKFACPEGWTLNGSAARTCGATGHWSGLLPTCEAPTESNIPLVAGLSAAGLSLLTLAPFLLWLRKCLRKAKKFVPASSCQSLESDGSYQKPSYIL
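Test system: HUVEC | Signal: Immunofluorescence imaging | Read-out: Percent E-selectin-positive cells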
Casp6 inh = human caspase-6 inhibitors, primary screen, biochemical, VEID-R110 fluorescence, single point, set 2 | inhibition, % at 12.5 µM | AID 686996, 2013 | purified caspase-6, Z-VEID-R110 cleavage fluorescence | actives 0.53% (n = 350,000);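 active means mean inhibition across replicates at least about 35%, with every replicate also reaching that limit, limit read from the data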;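 further: 0% = median of neutral control wells and 100% = no fluorescence left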
PglD DTNB = C. jejuni PglD acetyltransferase inhibitors, primary screen, biochemical, DTNB colorimetric, single point. UDP-N-acetylbacillosamine N-acetyltransferase PglD (Campylobacter jejuni). purified PglD enzyme, DTNB colorimetric CoA detection. inhibition, % at 12.5 µM. actives 0.098% (n = 360,000). AID 602405, 2012; in the data active means inhibition above about 16%, passing the limit was not always enough; further: strong numbers were not always called active
esBAF inh = Bmi1 luciferase reporter increase in mESCs, primary screen, esBAF inhibitor project, mouse ES cells, Bmi1 luciferase knock-in, single point. 24 h; 100% = twice the neutral-well signal. reporter increase, % at 12.5 µM. actives 2% (n = 350,000). AID 602393, 2012; in the data active means activation above about 40%;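 further: 0% = median of the plate's neutral control wells and 100% = double that signal; a rise in the Bmi1 reporter signal indicates esBAF inhibition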
* hit, by the source's call; . = no result given.

SMILES	RAD54 branch	ERp5 block	RAD52 inh	ARNT-TACC3 inh	E-selectin induc	Casp6 inh	PglD DTNB	esBAF inh
C[C@@H]1CN([C@@H](C)CO)S(=O)(=O)c2ccc(C#Cc3ccccc3)cc2O[C@@H]1CN(C)C(=O)Nc1ccc2c(c1)OCO2	6	4	9	1	0.3	2	0	-18
COc1ccc(NC(=O)CN(c2cccc(F)c2)S(C)(=O)=O)cc1OC	3	.	.	3	.	.	0	-7
CN(CC(=O)Nc1ccc(S(=O)(=O)N2CCCC2)cc1)Cc1c(F)cccc1Cl	6	2	-37	-1	-0.2	6	0	3
Cc1cccc(N2CCC(NCc3c(C(=O)N4CCCCC4)nc4c(C)cccn34)CC2)c1	.	-5	-34	-11	0.6	-1	.	.
CO[C@@H]1CN(C)C(=O)c2cc(NC(=O)NC(C)C)ccc2OC[C@H](C)N(C)C[C@H]1C	1	0	5	0	-0.1	1	6	2
COc1ccc(OCc2nnc(SCC(=O)N3c4ccccc4Sc4ccc(Cl)cc43)o2)cc1	8	.	.	9	.	.	-4	7
Nc1nc2c(ncn2[C@@H]2O[C@H](CNC(=O)[C@H](N)Cc3cncn3COCc3ccccc3)[C@@H](O)[C@H]2O)c(=O)[nH]1	0	8	2	.	0.5	2	3	2
CCC1CCCCN1CC(=O)c1c(C)[nH]c2ccccc12 (centres undefined)	6	.	.	12	.	.	2	-1
O=C1c2cc(Cl)ccc2OC2(CCNCC2)C12CC(c1ccccc1)=NO2 (centres undefined)	-12	5	7	1	0.2	0	1	-2
Cc1nc(C(=O)Nc2ccc(Cl)cc2Cl)nn1-c1cc(OC(C)C)c(Cl)cc1Cl	-4	.	.	3	.	.	-1	11
CCOC(=O)C1(Cc2ccccc2)CCN(CC2CC=CCC2)CC1 (centres undefined)	.	5	-8	-3	.	-2	.	.
NC(=O)C1(N2CCCCC2)CCN(c2nc(-c3ccccc3)cs2)CC1	4	.	.	-6	.	.	-3	-1
COc1ccccc1-c1cc(C(=O)N2CCCc3ccccc32)no1	.	-4	-11	-8	2.0	2	.	16
Cc1cc(C)n2c(SCC(=O)N(CCC#N)c3ccc4c(c3)OCCO4)nnc2n1	7	4	-6	.	-0.1	7	2	-2
CC(C)c1ccc(N2CC(C)(C)C2=O)cc1	-11	1	-6	2	-0.2	0	-4	11
O=C(Nc1ccncc1)C1CCN(S(=O)(=O)c2ccccc2)CC1	-6	5	-12	-4	.	0	-2	8
O=C(NCc1ccc(F)cc1)C1CCCN1S(=O)(=O)c1ccccc1C(F)(F)F (centres undefined)	2	-2	-11	-6	-0.8	0	-2	-11
COc1ccc(S(=O)(=O)N(C)C[C@H]2OCCCC[C@H](C)Oc3ccc(NC(=O)c4ccncc4)cc3C(=O)N([C@@H](C)CO)C[C@H]2C)cc1	-3	-4	4	-1	-0.1	1	1	-1
Cc1ccc(NC(=O)Nc2cnccn2)cc1C	-7	0	-15	12	-0.1	2	-7	30
O=c1oc(-c2ccccc2)nc2sc3c(c12)CCC3	-4	8	-21	-4	.	72*	3	.
COc1ccc(N2CCN(CCCNC(=S)Nc3c(C)cccc3C)CC2)cc1	9	1	-7	14	0.0	-2	8	-3
CCc1nnc(NC(=O)CSc2nnc(C3CCCCC3)n2-c2cccc(Cl)c2)s1	-11	.	.	-2	.	.	3	5
COc1ccc(OCC(=O)NCc2ccc(Cl)cc2)cc1	1	-1	2	-9	-0.2	1	-2	-3
COc1ccc(C2=Nc3ccccc3N(C(=O)Cc3cc(OC)cc(OC)c3)C2C(=O)NC(C)C)cc1 (centres undefined)	.	-4	-12	.	0.0	20	.	.
C[C@H]1CCCCO[C@H](CN(C)C(=O)Nc2ccccc2)[C@@H](C)CN([C@@H](C)CO)C(=O)c2cc(NC(=O)c3ccncc3)ccc2O1	3	1	3	-4	.	-1	1	-2
CC(Nc1cccc([N+](=O)[O-])c1)C(=O)Nc1ccc(S(=O)(=O)N2CCCC2)cc1 (centres undefined)	-1	-3	-3	8	-1.9	4	-3	-12
CCOC(=O)c1c(-c2cccs2)csc1NC(=O)c1ccco1	-2	.	.	6	.	.	2	11
CCOC(=O)c1cc(-c2ccccc2C)n(CC2CC(c3cccc([N+](=O)[O-])c3)=NO2)n1 (centres undefined)	5	-1	-7	1	0.2	4	0	8
O=C(O)c1cc2ccccc2[nH]1	-6	-2	-4	-7	.	-1	4	2
CCc1ccccc1NC(=O)C1CCN(c2cnccn2)CC1	1	0	-9	4	0.0	-1	3	-5
CCOC(=O)c1ccc(NC(=S)Nc2cccc(N)n2)cc1	9	0	-3	1	0.1	-3	5	.
CN(C)CC#Cc1ccc([C@@H]2[C@@H](CO)N3CCCCN(S(=O)(=O)c4ccccc4F)C[C@@H]23)cc1	10	-6	22	0	-0.2	0	3	.
COc1ccc(NC(=O)CCCN2C(=O)C3CC=CCC3C2=O)cc1 (centres undefined)	-10	4	-10	0	-0.1	-3	-1	-1
O=C(OCC(=O)N1CCCc2ccccc21)c1ccc(Cl)nc1	8	2	-19	-12	0.3	1	1	-1
Cc1ccc(NC(=O)CCC(=O)NNC(=O)c2ccccc2)c(C)c1	-4	-4	-16	-5	.	-3	3	0
CCOC(=O)CCSc1nc(-c2ccccc2)cc(C(F)(F)F)n1	-8	.	.	-7	.	.	5	-13
COc1ccc2oc(C(=O)OCC(=O)Nc3ccccc3)c(C)c2c1	-2	3	-5	-38	-0.4	0	-2	.
CCCN(CC1CC1)C(=S)NC(=O)c1cc(Br)ccc1Cl	-6	-6	-3	14	-0.7	5	-3	-9
CCC(=O)N1CC2(C1)[C@H](c1ccc(-c3ccccc3)cc1)[C@H](CO)N2S(C)(=O)=O	.	3	-11	.	0.5	2	.	.
CC(C)CCn1c(CN2CCOCC2)nc2c1c(=O)n(C)c(=O)n2C	-5	2	-22	-4	.	-1	0	-2
CO[C@H]1CN(C)C(=O)c2cc(NC(=O)c3nc4ccccc4s3)ccc2OC[C@@H](C)N(Cc2ccncc2)C[C@H]1C	4	-2	-11	-2	-0.2	-4	-1	6
CCOC(=O)c1sc(C)c2c1NC1(CCCCCC1)NC2=O	4	.	.	5	.	.	1	-2
COc1ccc(CNC(=O)c2cc(S(=O)(=O)N3CCCCC3)ccc2N2CCOCC2)cc1OC	-2	7	-14	.	-0.3	-1	2	2
O=C(Nc1ccc(C(=O)O)cc1)/C(=C/c1ccc([N+](=O)[O-])cc1)NC(=O)c1ccccc1	.	3	5	-9	.	3	.	.
c1ccc(-c2noc(CSc3nnnn3-c3ccccc3)n2)cc1	-4	3	-5	-12	0.0	-3	-4	2
COc1ccc(C#Cc2cnc3c(c2)C(=O)N([C@@H](C)CO)C[C@H](C)[C@@H](CN(C)C(C)=O)O3)cc1	-7	1	4	0	-0.6	-1	0	-1
CO[C@@H]1CN(C)C(=O)c2ccc(NC(C)=O)cc2OC[C@@H](C)N(C(=O)c2ccc(F)cc2)C[C@@H]1C	-4	-1	-1	-6	-0.2	-1	1	1
COc1ccc(Cl)cc1C(=O)NCCS(=O)(=O)N1CCN(c2ccccc2F)CC1	-1	4	-1	-2	.	3	-4	9
CC(=O)c1cccc(NC(=O)C2CCN(C(=O)c3cccs3)CC2)c1	-7	-15	-5	-5	0.0	2	-4	3
CCCCSC1(SCCCC)N=C(N)C2(C#N)C(c3ccccc3)NC(C)=CC12C#N (centres undefined)	-6	.	.	56*	.	.	-3	22

The listing continues.
SMILES	RAD54 branch	ERp5 block	RAD52 inh	ARNT-TACC3 inh	E-selectin induc	Casp6 inh	PglD DTNB	esBAF inh
O=C1CC(c2ccccc2)CC(O)=C1C=NCCN1CCNCC1 (centres undefined)	4	.	.	34	.	.	0	-1
Cc1ccc(S(=O)(=O)OCCC2=CC(=O)CCN2Cc2ccccc2)cc1	10	2	-61	-4	-0.1	0	0	13
COc1ccc(-c2ccc(SCC(=O)NCC3CCCO3)nn2)cc1OC (centres undefined)	0	2	7	4	2.1	-2	1	10
O=C(NCc1ccc(F)cc1)C1CCC(=O)N1C1CCCCC1 (centres undefined)	-2	.	.	1	.	.	1	0
CCC(C)C(NC(=O)c1ccc(Cl)cc1)C(=O)O (centres undefined)	-2	.	.	-6	.	.	9	-1
Cc1cc(C)n(-c2ccc(NC(=O)C3CCN(Cc4ccccn4)CC3)cc2)n1	1	-1	-19	25	-0.1	-4	-3	1
CCn1cc(C(=O)OC(C)C(=O)Nc2c(C)n(C)n(-c3ccccc3)c2=O)c(=O)c2ccc(C)nc21 (centres undefined)	6	.	.	-1	.	.	-2	-1
O=C(C[C@H]1C=C[C@@H](NC(=O)Nc2cccc(F)c2)[C@@H](CO)O1)NCC1CC1	-10	-1	0	7	0.0	1	0	0
COc1ccc(C2CC(c3ccc(OC)cc3)n3nc(N)nc3N2)cc1 (centres undefined)	3	4	-21	-2	.	-3	0	4
CNS(=O)(=O)c1ccc(NC(=O)C(CCSC)NC(N)=O)cc1 (centres undefined)	-6	.	.	-1	.	.	-3	1
CC1CCCC(C)N1C(=O)COc1ccc(C(=O)N/N=C/c2ccc(C(=O)O)cc2)cc1 (centres undefined)	8	6	-11	-3	.	1	-8	11
COC(=O)c1cn(C(=O)c2cccs2)c2ccccc12	-4	-6	10	.	.	-1	8	-6
O=C(CSc1ccccc1)NCC(c1ccco1)N1CCCCC1 (centres undefined)	-7	-23	-11	-8	.	-49	10	-1
O=C(Nc1ccccc1)NC1CCN(CCCN2C(=O)c3ccccc3C2=O)CC1	-2	.	.	1	.	.	2	-6
CCCCN(CCCC)CCCNC(=O)C1CC(c2ccc(C(F)(F)F)cc2)=NO1 (centres undefined)	-4	2	8	2	0.3	-7	7	-1
CC(C)C(NC(=O)c1ccc(S(=O)(=O)N2CCOCC2)cc1)c1nc2ccccc2[nH]1 (centres undefined)	1	.	.	4	.	.	4	-1
CCC(C)(C)NC(=O)C(OC(=O)c1ccco1)c1ccc(OC)cc1 (centres undefined)	-7	-7	-18	-3	.	0	-1	-6
COc1ccc(C)cc1NC(=O)CSc1nnc(-c2cc(C)[nH]n2)n1N	-4	.	-4	1	.	1	-3	-8
CC1(C)CC(=O)c2cc(N=C/C(C(=O)c3ccccc3)=C(\O)c3ccccc3)c(=O)oc2C1	.	-1	-39	-2	.	0	.	.
CCSc1ccccc1C(=O)Nc1nc2ccccc2c(=O)[nH]1	.	-3	-26	2	.	2	.	.

Results in ARNT-TACC3 inh and E-selectin induc, for 2 of the compounds above:
Molecule	ARNT-TACC3 inh	E-selectin induc
CC(Nc1cccc([N+](=O)[O-])c1)C(=O)Nc1ccc(S(=O)(=O)N2CCCC2)cc1 (centres undefined)	8	-1.9
CCOC(=O)c1c(-c2cccs2)csc1NC(=O)c1ccco1	6	.

Structures shown so far with a nitro group on carbon:
SMILES	RAD54 branch	ERp5 block	RAD52 inh	ARNT-TACC3 inh	E-selectin induc	Casp6 inh	PglD DTNB	esBAF inh
CC(Nc1cccc([N+](=O)[O-])c1)C(=O)Nc1ccc(S(=O)(=O)N2CCCC2)cc1 (centres undefined)	-1	-3	-3	8	-1.9	4	-3	-12
CCOC(=O)c1cc(-c2ccccc2C)n(CC2CC(c3cccc([N+](=O)[O-])c3)=NO2)n1 (centres undefined)	5	-1	-7	1	0.2	4	0	8
O=C(Nc1ccc(C(=O)O)cc1)/C(=C/c1ccc([N+](=O)[O-])cc1)NC(=O)c1ccccc1	.	3	5	-9	.	3	.	.
